MOR-DOR ag = agonists of OPRM1-OPRD1 heterodimerization, primary screen, cell-based, luminescence; activation, % at 9.3 µM; hit rate 0.3% among 340,000; cells; in the data active means activation above about 18%;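 further: 0% = vehicle-treated cells and 100% = reference agonist; values of inactives mirror those of a sister screen read the other way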
Target sequence (P35372 whole entry, looked up): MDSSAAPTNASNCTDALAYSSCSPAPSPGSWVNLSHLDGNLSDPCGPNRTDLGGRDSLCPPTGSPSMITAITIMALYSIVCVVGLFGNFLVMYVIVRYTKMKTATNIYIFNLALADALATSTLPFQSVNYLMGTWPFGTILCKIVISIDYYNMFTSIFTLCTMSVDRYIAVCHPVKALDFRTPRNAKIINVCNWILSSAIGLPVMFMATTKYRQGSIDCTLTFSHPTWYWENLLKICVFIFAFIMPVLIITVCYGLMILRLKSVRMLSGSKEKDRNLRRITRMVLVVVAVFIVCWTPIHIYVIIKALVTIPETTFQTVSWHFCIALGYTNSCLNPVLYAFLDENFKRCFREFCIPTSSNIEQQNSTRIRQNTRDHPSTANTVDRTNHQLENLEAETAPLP
Target sequence (P41143 whole entry, looked up): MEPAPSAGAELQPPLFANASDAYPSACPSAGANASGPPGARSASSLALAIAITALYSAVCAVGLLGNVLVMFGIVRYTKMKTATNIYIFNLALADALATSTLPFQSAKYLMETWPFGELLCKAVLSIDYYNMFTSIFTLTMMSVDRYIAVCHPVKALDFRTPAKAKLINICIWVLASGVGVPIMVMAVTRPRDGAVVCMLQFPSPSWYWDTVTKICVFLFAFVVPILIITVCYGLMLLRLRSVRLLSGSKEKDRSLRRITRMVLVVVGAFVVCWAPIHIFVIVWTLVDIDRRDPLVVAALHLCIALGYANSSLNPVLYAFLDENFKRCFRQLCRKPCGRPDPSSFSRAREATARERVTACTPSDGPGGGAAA
C-LANA FP = inhibitors of KSHV C-LANA binding to DNA, primary screen, biochemical, fluorescence polarization, FAM-LBS DNA, MBP-C-LANA, single point; Kaposi's sarcoma herpesvirus LANA C-terminal domain (residues 932-1162) DNA binding; inhibition, % at 9 µM; hit rate 0.078% among 340,000;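 active means highest replicate inhibition at or above 60% at 9 µM, even if other replicates fall short; inactive means all replicates below 60% inhibition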;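 further: 0% = neutral control wells and 100% = 4 µM acridine orange control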
RTF Ca sens inh = cardiac RTF calcium sensitivity inhibitors, primary screen, biochemical, IANBD-TnC fluorescence, EC70 calcium; Troponin I, cardiac muscle (Homo sapiens) + Troponin T, cardiac muscle (Homo sapiens) + …; IANBD-labeled cardiac RTF, Ca2+ fluorescence; inhibition, % at 7.15 µM; hit rate 0.12% among 340,000; AID 493244, 2011;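 active means inhibition above the mean inhibition of all tested compounds plus 3 SD, cut at about 17% in these data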;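 further: assay run at fixed EC70 calcium of 1.6 mM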
OPRM1-OPRD1 inv = inverse agonists of MOR-DOR heterodimerization, primary screen, cell-based, luminescence; Mu-type opioid receptor (Homo sapiens) + Delta-type opioid receptor (Homo sapiens), …; cell-based MOR-DOR heterodimer luminescence, inverse agonism; hit rate 0.21% among 340,000; AID 504357, 2011; inhibition, % at 9.3 µM; in the data active means inhibition above about 22%, passing the limit was not always enough;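 further: 0% = cells with DMSO and 100% = wells without cells with DMSO; values of inactives mirror those of a sister screen read the other way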
Keap1 Nrf2 FP = Keap1-Nrf2 protein-protein interaction inhibitors, primary screen, biochemical, fluorescence polarization, single point; Keap1 Kelch-Nrf2 peptide fluorescence polarization, 1536-well; AID 504523, 2011; Kelch-like ECH-associated protein 1 (Homo sapiens), Q14145; inhibition, % at 9.4 µM; hit rate 0.15% among 340,000; in the data active means inhibition above about 12%; inconclusive means no clear call, values can overlap the other calls; inactive means below about 7.3%;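 further: human Keap1 Kelch domain with fluorescein labeled Nrf2 9mer peptide probe; 0% = neutral control wells and 100% = peptide positive control; higher means more block of Keap1 binding to Nrf2 peptide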
cardiac RTF act = cardiac RTF calcium sensitivity activators, primary screen, biochemical, IANBD-TnC fluorescence, EC20 calcium; IANBD-labeled TnC RTF fluorescence at EC20 calcium; 0% EC20 calcium, 100% full calcium; hit rate 0.24% among 340,000; activation, % at 7.2 µM; Troponin I, cardiac muscle (Homo sapiens) + Troponin T, cardiac muscle (Homo sapiens) + …; AID 493008, 2010;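 active means activation above the mean over all tested compounds plus 3 SD, cut at about 30% in these data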;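 further: rise in fluorescence read as greater calcium sensitivity of cardiac thin filaments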
Wnt act = Wnt/beta-catenin pathway activators, primary screen, cell-based, plate reader, single point. Wnt/beta-catenin reporter cell assay, activator. activation, % at 9.35 µM. hit rate 1.2% among 300,000. AID 743398, 2014; in the data active means activation above about 30%, passing the limit was not always enough; inconclusive means no clear call, values can overlap the other calls;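 further: 0% = neutral control wells and 100% = positive control wells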
V-ATPase pH = regulators of yeast V-ATPase proton pumping, primary screen, pHLuorin cytosolic pH fluorescence. AID 504577, 2011. response, % at 10 µM. hit rate 0.37% among 350,000. S. cerevisiae; in the data active means response mostly above about 7.3%, no sharp cut-off; inactive means mostly below about 5.4%; further: actives read high; inactives centre near 0; some compounds called inactive have numbers as strong as hits; reference of the scale not given here
Pemphigus Ab inh = inhibitors of pemphigus antibody binding to DSG3, primary screen, biochemical, bead-based, flow cytometry, scFv-GFP | Desmoglein-3 (Homo sapiens), P32926 | DSG3-coupled beads, scFv-anti-DSG3-GFP binding; hits give low values | binding (percent of control), % at 10 µM | hit rate 0.48% among 310,000 | AID 588358, 2011;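 active means binding more than 3 SD below its plate's average and above zero; inconclusive means below that plate limit but binding exactly zero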;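 further: hits lower antibody fragment binding to DSG3; some compounds called inactive have numbers as strong as hits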
Arrestin-AP2 inh = inhibitors of beta-arrestin/AP2 binding, primary screen, biochemical, GPCR trafficking, flow cytometry; inhibition, % at 10 µM; hit rate 0.31% among 340,000; FITC-arrestin peptide / GST-AP2 beads; AP2 beta2 appendage carries R879A mutation;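 active means inhibition above a set limit, near 3 SD of compounds lacking own fluorescence, cut at about 54% in these data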;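 further: plate controls were DMSO wells for no effect and 5 µM unlabelled arrestin peptide for full effect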
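System: GST-AP2 R879A glutathione beads. Medium: PBS with 0.05% Tween 20 and 0.1% BSA. Also added: FITC-arrestin peptide, 50 nM. Incubation: 12 min plus 1 h, RT. Measured by: high-throughput flow cytometry of beads, ex 488, em 535 nm. Evaluation: percent drop in bead-associated FITC signal.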
The depositor's hits bear a star; u = inconclusive; x = no result given.

SMILES	MOR-DOR ag	C-LANA FP	RTF Ca sens inh	OPRM1-OPRD1 inv	Keap1 Nrf2 FP	cardiac RTF act	Wnt act	V-ATPase pH	Pemphigus Ab inh	Arrestin-AP2 inh
CC(CCc1ccccc1)NS(=O)(=O)c1ccc(Cl)c(C(=O)O)c1 (centres undefined)	0.8	-1.5	-7	-7	-5	-4	-3	0	98	1
Cc1ccc2c(c1)C(C)CC(C)(C)N2C(=O)NC1CCCCC1 (centres undefined)	-1.9	17	5	10	5	-2	0	3	108	7
CCOC(=O)C1(Cc2ccccc2C)CCCN(C(=O)c2ccccn2)C1 (centres undefined)	-2.1	0.1	-16	11	3	5	4	0	x	6
O=C(O)c1cnn2c1C(=O)N(Cc1cccs1)CC2	x	5.7	x	x	-2	x	-1	1	x	29
CC(C)c1ccc(CN(C)CC(O)c2ccccc2)cc1 (centres undefined)	0.2	-1.7	-14	-1	-6	4	0	4	113	-13
O=C(Cc1ccc(Cl)c(Cl)c1)N/N=C/c1cccnc1	-0.7	0.9	-6	3	-2	-3	-1	-1	x	11
CCOc1cc(NC(=S)NCCCN2CCOCC2)c(OCC)cc1NC(=O)c1ccc(C)cc1	1.2	-0.1	-1	-7	-1	-4	-1	3	99	58*
CCCCc1cc(=O)oc2cc(OCC(=O)NCc3ccccn3)ccc12	-3.7	-2.1	-10	18	1	-2	-1	-2	100	-13
CCCCS(=O)(=O)N1CCC(C(=O)NCC2CCCO2)CC1 (centres undefined)	-1.2	-0.5	-15	6	3	-1	-1	-2	96	43
O=C(Nc1c(C(=O)N2CCCCC2)cnn1-c1ccccc1)c1ccccc1F	-2.8	-1.3	8	15	6	4	0	6	116	-1
COc1ccc(C2NN=C(c3ccc(C)cc3)S2)cc1OC (centres undefined)	-0.6	0.1	-5	3	-1	2	41*	-2	110	-8
O=[N+]([O-])c1ccc2[nH]ncc2c1	-2.5	-0.2	-4	11	-3	6	0	0	103	5
Cc1noc(C)c1S(=O)(=O)NC1CCN(Cc2ccccc2)CC1	-0.7	4.1	-9	4	4	4	-4	-3	161	0
O=C(Nc1ccccc1C(=O)NCc1ccccc1)c1ccco1	-2.8	0.9	-3	15	-5	3	x	-3	102	-1
Cc1ccc(NC(=O)CSc2ncccc2C(=O)Oc2cccc([N+](=O)[O-])c2)cc1Cl	1.4	-0.2	-23	-7	0	0	20	-6	x	21
N[C@@H](Cc1ccccc1)C(=O)N1CCOCC1	-2.8	-1.2	-2	16	-3	3	-3	-1	106	-7
O=c1c(-c2ccccc2)cnc2n1CCS2	-1.3	0.8	-8	7	-6	-2	-1	-2	110	-6
COc1cc(C2C(c3ccccc3)C(c3cc(OC)cc(=O)o3)C2c2ccccc2)oc(=O)c1 (centres undefined)	-2.5	-1.3	-5	13	-2	-7	0	0	99	-2
CCn1c(/C=C/Nc2ccccc2)[n+](CC)c2ccc(C(=O)OCC(F)(F)F)cc21	-4.6	-0.5	7	23	-2	0	-2	2	84	-5
O=c1c2ccccc2ncn1CCOCCOc1ccc([N+](=O)[O-])cc1	-2.5	-0.8	8	13	2	-9	3	-1	106	-5
Cc1cc(C)cc(NC(=O)CN2CCN(c3ncccn3)CC2)c1	0.0	-0.4	-7	0	5	-4	-3	-8	101	0
O=C(NCc1ccccc1)C1=C[C@H](C2CC2)C[C@H](OCCCCO)O1	-1.3	-0.5	6	8	-3	0	-2	-14	102	10
CCN(c1ccc(NC(=O)COC(=O)c2ccc3ccccc3n2)cc1)C(C)C	3.2	-0.6	-4	-18	-3	1	x	-3	99	31
CC1CCCN(C(=O)Cc2ccc(F)cc2)C1 (centres undefined)	-2.4	0.0	-9	13	0	7	0	2	x	-6
CCOc1ccccc1C1C(C(N)=O)=C(C)Nc2nc(-c3cccc(C)c3)nn21 (centres undefined)	-2.6	1.9	-3	16	-4	-5	-3	-3	97	-4
O=C1c2ccc3c4c(ccc(c24)C(=O)N1c1cccc(O)c1)C(=O)N(c1cccc(O)c1)C3=O	3.1	-1.6	2	-16	4	-1	-10	-2	88	6
O=C(c1cccc2cccc(O)c12)N1CCCCC1	-0.5	0.2	-5	3	-2	4	x	-4	100	9
O=C(Nc1ccccc1Cl)O/N=C/c1ccncc1	-0.7	-0.1	-2	4	-1	-6	12	1	120	-5
Cc1ccc(S(=O)(=O)N2CCCC(C(=O)N3CCN(c4ccccc4)CC3)C2)cc1 (centres undefined)	1.5	0.6	-6	-8	4	3	-5	-4	113	39
CC(=O)c1ccc(-n2nnnc2SCC(=O)Nc2cccc(NC(=O)c3ccco3)c2)cc1	-2.7	-0.5	-4	15	-1	3	x	-1	104	24
Cc1c(Br)c(C(F)(F)F)nn1CC(=O)N(C)C1CCCCC1	-0.3	0.1	-13	2	-3	-2	-3	3	104	0
Cc1csc(SCC(=O)Nc2sccc2C#N)n1	-3.3	2.0	-2	15	-6	2	4	0	98	-6
O=C(CCl)NCc1c(Cl)cccc1-n1cccc1	-1.1	-1.1	-5	6	-4	8	1	3	95	-4
CCOc1cc(C(=O)Nc2ccc3c(c2)OCO3)ccc1OC(F)F	-0.1	-2.2	-4	0	-6	5	3	-1	101	-1
CN(Cc1ccccc1Br)C(=O)CSc1nnnn1C1CC1	-2.3	0.2	-6	9	1	3	-2	0	106	-7
C=CCn1c(SCC(=O)c2cc(C)n(C)c2C)nnc1-c1ccncc1	-1.9	0.9	-7	9	1	1	-1	-2	111	41
CCOc1ccc2nc(SCC(=O)Nc3cccc(S(=O)(=O)NC4=NCCCCC4)c3)[nH]c2c1	12	x	1	-57	x	-3	0	2	122	-6
Cc1cc2c(=O)[nH]c(Cc3ccccc3)nc2s1	-0.4	-0.7	4	2	-4	6	x	-1	101	29
CCOc1ncccc1C(=O)OCc1ccc(C#N)cc1	-0.8	1.8	-19	6	5	3	-3	-1	99	3
O=C(CSc1nnc(CNC(=O)C23CC4CC(CC(C4)C2)C3)n1-c1ccc(F)cc1)Nc1ccccc1	1.8	0.6	-10	-9	-1	-2	x	-4	100	-4
COc1cc(OC)cc(-c2nnc(SCc3c(F)cccc3Cl)o2)c1	-2.0	-1.9	1	9	-1	0	16	0	125	-2
O=C(CCn1nc(-c2ccccc2)ccc1=O)N1CCN(c2ccccc2)CC1	-2.3	0.1	-9	11	-1	-6	0	-6	93	24
CNc1nnc(-c2cc3ccccc3oc2=O)s1	-1.6	8.3	-5	10	1	1	u	7	101	-1
Cc1ccc(CN2CCNC(=O)C2CC(=O)NC2CCCCCC2)o1 (centres undefined)	-0.2	-0.4	-4	1	-2	-5	0	-1	96	0
Cn1ccc(C(=O)N/N=C/c2cccnc2)n1	0.9	1.8	-13	-8	-3	-1	2	-4	116	5
CN(C)c1ccc(CN(C(=O)C2COc3ccccc3O2)C2CCS(=O)(=O)C2)cc1 (centres undefined)	0.2	-0.9	-5	-1	0	3	x	1	99	4
CCOC(=O)COc1ccc(-c2nnc(-c3ccccc3)o2)cc1	-1.6	-0.2	-1	7	0	1	x	1	111	5
Cc1cc(NC(=O)c2ccccc2F)ncc1NC(=O)c1cccs1	0.5	2.0	-2	-4	-4	3	12	0	85	-2
CC(=O)Nc1ccc(S(=O)(=O)NNC(=O)COc2cc(C)ccc2C(C)C)cc1	-0.7	-0.2	-9	3	-4	-1	x	1	101	2
Cc1ccc(S(=O)(=O)N2C(=O)c3cccc4cccc2c34)cc1	-1.3	1.5	-7	7	-3	3	2	-6	97	2
Cc1cc(C)n(-c2cc(N3CCN(C(=O)c4ccccc4C)CC3)ccc2[N+](=O)[O-])n1	-0.5	-1.1	12	3	-4	-4	x	0	104	4
Cn1c(=O)n(C)c2cc(S(=O)(=O)N3CCCc4ccccc43)ccc21	-0.5	-1.0	-2	3	-4	-3	0	-6	101	16
Cc1ccccc1-c1nc(CN2CCC(C(=O)NCCCN3CCCC3)CC2)c(C)o1	-4.6	0.7	-1	23	-4	-3	2	-4	98	28
COc1cc(OC)cc(C(=O)N[C@H](C(=O)NCc2ccco2)C(C)C)c1	0.8	1.7	-4	-4	-6	2	-2	1	105	-5
Cc1nc2ccccn2c1C(=O)Nc1ccc(Cl)cc1	-1.2	-0.3	-12	7	-7	2	13	-7	100	-7
Cc1ccc(N2CCN(/N=C/C(Cl)=C/c3ccccc3)CC2)cc1	-1.3	-0.5	0	6	-7	6	1	-1	127	-3
Nc1cccc(C(=O)OCC(=O)Nc2cccc3c2C(=O)c2ccccc2C3=O)c1	3.0	3.2	-25	-17	2	10	-1	7	96	34
COc1ccc(NC(=O)Cn2nnc3ccccc32)c([N+](=O)[O-])c1	1.8	-2.0	8	-9	-1	2	0	0	112	13
N#C/C(=C1\CCCN1)c1nc2ccccc2c(=O)[nH]1	-2.3	0.8	4	13	-6	3	x	-2	100	-1
CCCn1c(=O)[nH]c(=O)c2c1nc(-c1ccc(OC(F)F)cc1)n2CCN1CCOCC1	x	0.5	-3	x	-7	14	x	3	110	1

(cont.)
SMILES	MOR-DOR ag	C-LANA FP	RTF Ca sens inh	OPRM1-OPRD1 inv	Keap1 Nrf2 FP	cardiac RTF act	Wnt act	V-ATPase pH	Pemphigus Ab inh	Arrestin-AP2 inh
CC(=O)Nc1ccc(S(=O)(=O)N2CCN(C(=O)c3ncoc3-c3ccc(C)cc3)CC2)cc1	2.6	1.9	-2	-21	-2	-3	19	-1	110	0
Cc1ccc(NC(=O)c2cccc3c2C(=O)N(C2CCCCC2)C3)c(C)c1	-2.2	1.6	-11	11	-4	-3	x	-1	103	29
Cc1cc(NC(=O)CCN2CCN(CCO)CC2)ccc1Br	-0.5	-0.9	-11	3	-2	0	3	10	106	-2
CC(C)N(CCO)C(=O)C(c1ccccc1)c1ccccc1	-1.0	-0.2	4	6	0	-2	x	-2	103	6
CC(C)CNS(=O)(=O)c1ccc(S(=O)(=O)N2CCN(CCC#N)CC2)cc1	-1.3	-0.2	-6	7	-2	3	1	0	105	10
Cc1ccc(N2CCN(/N=C/c3ccccc3[N+](=O)[O-])CC2)cc1	3.5	2.5	-3	-18	-4	6	11	4	115	0
Cc1cccc(NC(=O)Cn2cnc3c(cnn3-c3ccc(F)cc3)c2=O)c1C	2.4	2.2	-5	-14	1	-3	-1	-7	99	-4

From PubChem
